Screening results: PubChem BioAssay, The Scripps Research Institute Molecular Screening Center
GPR151 activ: activators of human GPR151, primary screen, cell-based, PathHunter beta-arrestin, luminescence. G-protein coupled receptor 151 (Homo sapiens), Q8TDV0. PathHunter beta-arrestin GPR151 cells. activation, % at 11.2 µM. 650,000 tested, 1% active. AID 1508602, 2020; in the data active means activation above about 4.9%;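 further: 0% = median of compound wells and 100% = cells with positive control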
Target sequence (Q8TDV0 whole entry, looked up): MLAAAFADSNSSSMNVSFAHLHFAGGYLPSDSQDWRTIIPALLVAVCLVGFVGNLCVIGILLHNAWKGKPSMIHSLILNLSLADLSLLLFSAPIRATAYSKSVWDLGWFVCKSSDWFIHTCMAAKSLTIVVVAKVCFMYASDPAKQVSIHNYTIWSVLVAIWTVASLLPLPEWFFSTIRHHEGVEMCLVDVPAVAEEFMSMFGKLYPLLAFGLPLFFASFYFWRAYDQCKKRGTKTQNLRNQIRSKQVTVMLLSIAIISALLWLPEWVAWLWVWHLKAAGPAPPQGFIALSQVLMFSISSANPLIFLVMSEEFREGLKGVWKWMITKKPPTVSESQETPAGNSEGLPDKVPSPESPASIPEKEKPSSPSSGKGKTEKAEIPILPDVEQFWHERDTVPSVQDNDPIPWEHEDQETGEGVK
MITF inh: MITF inhibitors, primary screen, biochemical, AlphaScreen, human; Microphthalmia-associated transcription factor (Homo sapiens), O75030; AlphaScreen MITF homodimerization, bead proximity signal; inhibition, % at 2.6 µM; 650,000 tested, 0.91% active; in the data active means inhibition above about 50%;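 further: 0% = vehicle wells with protein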
TEAD-YAP inh: TEAD-YAP interaction inhibition, primary screen, TEAD-YAP interaction inhibitor project, luminescence, HEK-TIYL cells; TEAD-Gal4/YAP UAS-luciferase luminescence; 640,000 tested, 1.4% active; inhibition, % at 9.12 µM; in the data active means inhibition above about 32%;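 further: 0% = median of test compound wells and 100% = reference inhibitor wells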
FBW7 activator: FBW7 E3 ligase activators, primary screen, biochemical, AlphaScreen, human | F-box/WD repeat-containing protein 7 (Homo sapiens), Q969H0 | AlphaScreen FBW7–phospho-cyclin E peptide binding, activator screen | normalized activity (activation), % at 26.1 µM | 650,000 tested, 0.13% active; in the data active means normalized activity above about 1.9%;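 further: purified mutant Fbw7 with reduced substrate affinity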
Target sequence (Q969H0 whole entry, looked up): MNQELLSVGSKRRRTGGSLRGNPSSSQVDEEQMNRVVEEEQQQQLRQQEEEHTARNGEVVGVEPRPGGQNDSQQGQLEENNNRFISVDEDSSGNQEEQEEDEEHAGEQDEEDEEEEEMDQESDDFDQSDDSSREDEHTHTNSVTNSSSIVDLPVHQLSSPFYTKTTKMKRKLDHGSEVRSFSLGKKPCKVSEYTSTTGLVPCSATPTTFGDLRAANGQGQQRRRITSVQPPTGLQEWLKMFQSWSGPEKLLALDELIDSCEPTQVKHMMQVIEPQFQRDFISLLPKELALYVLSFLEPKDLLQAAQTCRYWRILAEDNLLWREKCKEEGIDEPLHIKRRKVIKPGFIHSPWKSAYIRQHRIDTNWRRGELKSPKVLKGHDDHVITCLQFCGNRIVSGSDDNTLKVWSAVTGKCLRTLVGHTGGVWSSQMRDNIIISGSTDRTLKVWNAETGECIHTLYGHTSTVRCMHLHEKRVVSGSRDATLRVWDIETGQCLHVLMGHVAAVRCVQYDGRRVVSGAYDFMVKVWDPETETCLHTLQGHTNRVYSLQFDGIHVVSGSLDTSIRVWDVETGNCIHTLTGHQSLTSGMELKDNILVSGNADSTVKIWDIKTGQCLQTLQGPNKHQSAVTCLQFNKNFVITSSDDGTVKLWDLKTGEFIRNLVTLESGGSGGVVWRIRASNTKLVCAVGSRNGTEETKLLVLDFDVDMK
* marks the source's active call; other numbers are inactive results.

What do the screens show for `O=C(c1ccc(N2CCN(c3ccc(F)cc3)CC2)c([N+](=O)[O-])c1)N1CC2CC(C1)c1cccc(=O)n1C2` (stereo unspecified)?
GPR151 activ: 0.0; MITF inh: -6.9; TEAD-YAP inh: 2.4; FBW7 activator: 0.0

What do the screens show for `Cc1cc(O)c(C(C)C)cc1NC(=O)c1ccc([N+](=O)[O-])cc1`?
GPR151 activ: 3.4; MITF inh: 9.6; TEAD-YAP inh: 4.6; FBW7 activator: -0.2

How did CCCCCNC(=O)c1cc(S(=O)(=O)N2CCCC(C)C2)ccc1F (stereo unspecified) do in these assays?
GPR151 activ: -0.3; MITF inh: 8.0; TEAD-YAP inh: -5.3; FBW7 activator: -0.1

What do the screens show for `CC(C)(C)NC(=O)CON=C1c2ccccc2-c2ccccc21`?
GPR151 activ: -0.1; MITF inh: 0.2; TEAD-YAP inh: -2.6; FBW7 activator: 0.1

What do the screens show for `COc1cccc(-c2cnn3c(N4CCN(c5ccccn5)CC4)ccnc23)c1`?
GPR151 activ: -0.5; MITF inh: -9.8; TEAD-YAP inh: -5.3; FBW7 activator: -0.3

Results for CC[C@H](C)[C@@H]1NC(=O)[C@@H]2C[C@H](NCc3cccc(OCCN(C)C)c3)CN2C1=O ?
GPR151 activ: 0.5; MITF inh: -3.6; TEAD-YAP inh: 3.5; FBW7 activator: 0.0

How did O=C1CSc2ccc(C(=O)N3CCN(c4cccc(Cl)c4)CC3)cc2N1 do in these assays?
GPR151 activ: 0.3; MITF inh: 14.6; TEAD-YAP inh: 56.1*; FBW7 activator: 0.6

What do the screens show for `CCOC(=O)C1=C(C)N=c2s/c(=C/c3cc(OC)c(OC)cc3Br)c(=O)n2C1c1ccccc1` (stereo unspecified)?
GPR151 activ: -1.2; MITF inh: -0.4; TEAD-YAP inh: -12.6; FBW7 activator: 0.1

Results for Cc1ccc(N(c2ccc(C)cc2)c2cccnc2)cc1 ?
GPR151 activ: -1.6; MITF inh: 18.6; TEAD-YAP inh: 1.5; FBW7 activator: 1.4

How did Cc1ccc(-c2nc(C=Nc3ccc(Br)cc3)c(O)o2)cc1 do in these assays?
GPR151 activ: 0.9; MITF inh: 1.5; TEAD-YAP inh: -2.6; FBW7 activator: 0.0

What do the screens show for `O=C(Cn1c2ccccc2c2cn[nH]c(=O)c21)NCCCN1CCOCC1`?
GPR151 activ: 1.1; MITF inh: 3.6; TEAD-YAP inh: 1.9; FBW7 activator: -0.8

How did COc1cc(Nc2nc(-c3ccccc3)nc3c2ncn3Cc2ccc(C(F)(F)F)cc2)cc(OC)c1OC do in these assays?
GPR151 activ: -1.2; MITF inh: 13.2; TEAD-YAP inh: 10.8; FBW7 activator: 0.2

What do the screens show for `CCOC(=O)c1c(NC(NC(=O)c2ccc(C)cc2)(C(=O)OC)C(F)(F)F)sc(-c2ccccc2)c1C` (stereo unspecified)?
GPR151 activ: -0.2; MITF inh: -6.4; TEAD-YAP inh: -11.3; FBW7 activator: -0.1

Results for CC1=C(C(=O)N2CCCCC2)C(c2ccncc2)n2ncnc2N1 (stereo unspecified) ?
GPR151 activ: 0.2; MITF inh: 16.5; TEAD-YAP inh: 3.5; FBW7 activator: 0.3

How did CCCN1C(=O)/C(=C\c2ccc(N(C)C)cc2)SC1=Nc1ccccc1 do in these assays?
GPR151 activ: -1.6; MITF inh: 9.3; TEAD-YAP inh: -9.7; FBW7 activator: -0.1

How did COc1ccccc1N1CCN(C(=O)C(C)N(c2ccc(C)c(C)c2)S(C)(=O)=O)CC1 (stereo unspecified) do in these assays?
GPR151 activ: -0.3; MITF inh: 3.4; TEAD-YAP inh: -11.6; FBW7 activator: -0.1

How did COc1ccccc1C(=O)Nc1ccc2nc(SCC(=O)NC3CCCCC3)sc2c1 do in these assays?
GPR151 activ: 2.1; MITF inh: 2.2; TEAD-YAP inh: -11.4; FBW7 activator: 0.0

Results for O=C(COc1ccc(-c2ccccc2)cc1)Nc1nncs1 ?
GPR151 activ: -4.7; MITF inh: -5.7; TEAD-YAP inh: -28.4; FBW7 activator: 0.0

How did COC(=O)C(CC(C)C)Oc1ccc2c(C)cc(=O)oc2c1C(=O)c1ccccc1 (stereo unspecified) do in these assays?
GPR151 activ: -0.7; MITF inh: 3.7; TEAD-YAP inh: 6.8; FBW7 activator: 0.0

Results for CC(=O)c1sc(-c2ccccc2)nc1C1CC1 ?
GPR151 activ: -1.7; MITF inh: 9.6; TEAD-YAP inh: -31.9; FBW7 activator: 0.1

How did O=C(/C=C/c1ccc(F)cc1)Nc1nccs1 do in these assays?
GPR151 activ: -5.0; MITF inh: 18.5; TEAD-YAP inh: -32.4; FBW7 activator: 0.4

What do the screens show for `N#CCC(=O)c1cccc(Oc2ccc(Br)cc2)c1`?
GPR151 activ: 0.4; MITF inh: 4.6; TEAD-YAP inh: 2.5; FBW7 activator: 0.2

What do the screens show for `COc1ccccc1-c1nc2c(c(SCC(N)=O)n1)Cc1c(CO)cnc(C)c1O2`?
GPR151 activ: 3.5; MITF inh: 8.9; TEAD-YAP inh: -4.9; FBW7 activator: -0.1

How did CCc1ccc(NC(=S)N(CCCN2CCN(C)CC2)Cc2cccs2)cc1 do in these assays?
GPR151 activ: 0.2; MITF inh: 0.1; TEAD-YAP inh: -1.6; FBW7 activator: 0.1

What do the screens show for `CCOC(=O)c1ccc2[nH]c3c(c2c1)CN(C)CC3`?
GPR151 activ: -0.1; MITF inh: 1.9; TEAD-YAP inh: -2.1; FBW7 activator: -0.1

How did COc1ccccc1C(NC(=O)C(OC)c1ccccc1)c1nccn1C (stereo unspecified) do in these assays?
GPR151 activ: 0.3; MITF inh: -6.6; TEAD-YAP inh: -0.8; FBW7 activator: 0.2

Results for O=C1CC(c2ccccc2Cl)CC2=C1C(c1cccc(C(F)(F)F)c1)Nc1ccccc1N2 (stereo unspecified) ?
GPR151 activ: 1.3; MITF inh: 11.2; TEAD-YAP inh: 6.5; FBW7 activator: 0.0

What do the screens show for `O=C(O)c1cccc(NC(=O)C23CC4CC(CC(C4)C2)C3)c1`?
GPR151 activ: 0.9; MITF inh: 2.6; TEAD-YAP inh: -2.0; FBW7 activator: 0.0

What do the screens show for `Cc1cccc2c(N3CCCC3)nc(CNS(=O)(=O)c3ccccc3)nc12`?
GPR151 activ: -1.2; MITF inh: -15.7; TEAD-YAP inh: -4.6; FBW7 activator: 0.1

What do the screens show for `O=C(Cn1nc(-c2ccc3c(c2)OCCO3)ccc1=O)NCc1ccc(F)cc1`?
GPR151 activ: 0.3; MITF inh: -8.2; TEAD-YAP inh: 0.4; FBW7 activator: 0.2

Results for Cc1cc(/C=C(\C#N)C(=O)NCc2ccccc2)c(C)[nH]1 ?
GPR151 activ: -0.7; MITF inh: 12.0; TEAD-YAP inh: -3.3; FBW7 activator: -0.3

How did COc1ccc(C(=O)C(C)Oc2ccccc2C#N)cc1 (stereo unspecified) do in these assays?
GPR151 activ: -0.1; MITF inh: 4.9; TEAD-YAP inh: -5.7; FBW7 activator: -0.2

How did NC(=O)NC(Cc1ccccc1)C(=O)NNC(=O)COc1ccccc1Cl (stereo unspecified) do in these assays?
GPR151 activ: 2.7; MITF inh: 6.3; TEAD-YAP inh: 10.5; FBW7 activator: 0.2

Results for O=C(CN1CCCC1)Nc1c2c(nc3ccccc13)N(Cc1ccccc1)CC2 ?
GPR151 activ: -0.5; MITF inh: 29.7; TEAD-YAP inh: 7.5; FBW7 activator: -0.1

How did Cc1ccc(/C=C/C(=O)Nc2ccc(C(C)C)cc2)o1 do in these assays?
GPR151 activ: -0.3; MITF inh: 6.7; TEAD-YAP inh: -44.2; FBW7 activator: -0.1

What do the screens show for `COC(=O)C(CC(C)C)NC(=O)Cc1ccc(F)cc1` (stereo unspecified)?
GPR151 activ: 0.1; MITF inh: 10.2; TEAD-YAP inh: 3.0; FBW7 activator: 0.1

What do the screens show for `Nc1cc(Cl)nc(N/N=C/c2ccc([N+](=O)[O-])cc2)n1`?
GPR151 activ: -1.3; MITF inh: 3.7; TEAD-YAP inh: 12.6; FBW7 activator: -0.3

How did CC1CN(CC(=O)NCc2ccc3c(c2)CCN3C)Cc2cc(Cl)ccc2O1 (stereo unspecified) do in these assays?
GPR151 activ: 3.9; MITF inh: 10.4; TEAD-YAP inh: 5.6; FBW7 activator: 0.2

Results for COc1ccc(CCNC(=O)COc2ccc(Br)c(C)c2)cc1 ?
GPR151 activ: 0.3; MITF inh: 13.8; TEAD-YAP inh: 1.9; FBW7 activator: 0.7

What do the screens show for `CC(C)NC(=O)NC(=O)CSc1cccc[n+]1[O-]`?
GPR151 activ: 1.5; MITF inh: 4.7; TEAD-YAP inh: -0.6; FBW7 activator: -0.2

Some of these compounds in order of number of heavy atoms, rising.
What do the screens show for `CCOC(=O)c1ccc2[nH]c3c(c2c1)CN(C)CC3`?
GPR151 activ: -0.1; MITF inh: 1.9; TEAD-YAP inh: -2.1; FBW7 activator: -0.1

What do the screens show for `O=C(O)c1cccc(NC(=O)C23CC4CC(CC(C4)C2)C3)c1`?
GPR151 activ: 0.9; MITF inh: 2.6; TEAD-YAP inh: -2.0; FBW7 activator: 0.0

What do the screens show for `Cc1cccc2c(N3CCCC3)nc(CNS(=O)(=O)c3ccccc3)nc12`?
GPR151 activ: -1.2; MITF inh: -15.7; TEAD-YAP inh: -4.6; FBW7 activator: 0.1

What do the screens show for `O=C(Cn1nc(-c2ccc3c(c2)OCCO3)ccc1=O)NCc1ccc(F)cc1`?
GPR151 activ: 0.3; MITF inh: -8.2; TEAD-YAP inh: 0.4; FBW7 activator: 0.2

The list continues.
What do the screens show for `O=C(CN1CCN(c2ccccc2)CC1)Nc1ccccc1`?
GPR151 activ: 0.9; MITF inh: 7.1; TEAD-YAP inh: -8.4; FBW7 activator: -0.1

How did CCOC(=O)c1c(NC(=O)CSc2nnc(CNC(=O)Cc3ccccc3)n2-c2ccc(Br)cc2)sc2c1CCC2 do in these assays?
GPR151 activ: -1.9; MITF inh: 7.7; TEAD-YAP inh: 10.4; FBW7 activator: 0.0

How did Cc1ccc(C(=O)Nc2ccc(N(C)C)cc2)c(Cl)c1 do in these assays?
GPR151 activ: -2.6; MITF inh: -5.5; TEAD-YAP inh: -14.4; FBW7 activator: 0.8

How did O=C(CSc1nc(=O)n(Cc2ccncc2)c2c1CCCC2)NCC1CCCO1 (stereo unspecified) do in these assays?
GPR151 activ: 0.5; MITF inh: -16.2; TEAD-YAP inh: 8.5; FBW7 activator: -0.1

What do the screens show for `CC1CCc2nn(CC(=O)NCCCN3CCOCC3)cc2C1` (stereo unspecified)?
GPR151 activ: 0.1; MITF inh: 1.4; TEAD-YAP inh: 5.2; FBW7 activator: 0.0

What do the screens show for `O=C(NC1CCN(Cc2ccccc2)CC1)c1csc(NC2CCN(Cc3ccccc3)CC2)n1`?
GPR151 activ: 0.1; MITF inh: -14.0; TEAD-YAP inh: -1.4; FBW7 activator: -0.2

How did O=[N+]([O-])c1ccc(S(=O)(=O)N(Cc2ccco2)CC2CCCO2)cc1 (stereo unspecified) do in these assays?
GPR151 activ: -0.4; MITF inh: 8.7; TEAD-YAP inh: 2.5; FBW7 activator: -0.2

How did Cc1nnc(NC(=O)c2ccc(N3C(=O)CCC3=O)cc2)s1 do in these assays?
GPR151 activ: -1.2; MITF inh: 10.2; TEAD-YAP inh: 5.7; FBW7 activator: 0.2

What do the screens show for `CN1CCN(Cc2nc3c(c(=O)n(C)c(=O)n3C)n2CCN2CCOCC2)CC1`?
GPR151 activ: 0.3; MITF inh: -0.1; TEAD-YAP inh: 10.2; FBW7 activator: -0.1

Results for COc1ccccc1N1CCN(CCC(=O)Nc2cccc(C)c2)CC1 ?
GPR151 activ: -0.1; MITF inh: 5.2; TEAD-YAP inh: -2.4; FBW7 activator: 0.0

How did Cc1nc(N2CCCCC2C)c2c(C)c(C(=O)N3CCN(c4cccc(Cl)c4)CC3)sc2n1 (stereo unspecified) do in these assays?
GPR151 activ: -0.4; MITF inh: -0.3; TEAD-YAP inh: -0.2; FBW7 activator: -0.1

How did c1ccc(-c2nccc(Nc3ccc(OCCN4CCCCC4)cc3)n2)cc1 do in these assays?
GPR151 activ: -0.8; MITF inh: 12.9; TEAD-YAP inh: -23.8; FBW7 activator: -0.1

Results for COc1cc2c(cc1OC)CN(C(=O)c1oc3ccccc3c1C)CC2 ?
GPR151 activ: 0.9; MITF inh: 7.0; TEAD-YAP inh: 3.9; FBW7 activator: 0.7

What do the screens show for `Cn1nnnc1Sc1ccc(C(N)=O)cc1[N+](=O)[O-]`?
GPR151 activ: 1.6; MITF inh: 5.4; TEAD-YAP inh: -4.3; FBW7 activator: -0.1

Results for CCCCOC(=S)SCc1ccc(Cl)s1 ?
GPR151 activ: 6.4*; MITF inh: 3.6; TEAD-YAP inh: 3.0; FBW7 activator: -0.1

How did CCOC(=O)c1ccc2ccccc2c1-c1c(C(=O)OCC)ccc2ccccc12 do in these assays?
GPR151 activ: -0.4; MITF inh: 14.7; TEAD-YAP inh: 6.4; FBW7 activator: -0.1

Results for O=C1/C(=C/c2ccc(-c3ccc(Br)cc3)o2)C=C(c2ccccc2)N1c1cccc(I)c1 ?
GPR151 activ: 0.8; MITF inh: -1.8; TEAD-YAP inh: -7.5; FBW7 activator: -0.1

How did O=C(c1cccnc1)N1CCC(Oc2ccc(C(=O)N3CCCO3)cc2)CC1 do in these assays?
GPR151 activ: -1.5; MITF inh: 8.9; TEAD-YAP inh: 4.3; FBW7 activator: 0.3
